Source: PubChem BioAssay (several laboratories)
IL1B cytotox = toxic to HUVEC cells under IL-1B stimulation; HUVEC cell count loss, Hoechst imaging, IL-1B stimulated; cell count reduction, % at 2 µM; 94,000 tested, 0.41% active; AID 845;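 active = cell count reduction more than 3 SD above the screen-wide mean, cut at about 70% in these data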;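 note: normalized per plate to untreated control cells as the no-loss baseline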
F-actin modifier = cytoskeleton assembly modification; HUVEC TNFa F-actin phalloidin imaging, high content; AID 836; 91,000 tested, 0.18% active; inhibition, % at 2 µM;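 active = inhibition above the batch mean plus 3 SD and confirmed as a hit by visual image inspection, cut at about 30% in these data, passing the limit was not always enough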; note: strong numbers were not always called active
TNFa cytotox = HUVEC cytotoxicity counter-screen, TNF alpha stimulated | HUVEC TNFalpha-stimulated, Hoechst cell count, imaging | cell count reduction, % at 2 µM | 93,000 tested, 0.17% active | AID 848;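 active = cell count reduction exceeding the screen mean by over 5 SD, scaled to untreated wells per plate, cut at about 78% in these data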;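 note: cells counted after 24 h of TNF alpha exposure following the 1 h pretreatment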
Pyk2 oligo antag = antagonists of human Pyk2 oligomerization | Q293 cells, Pyk2 FERM NanoBiT luminescence; hits give low values | z-score (the deposit names both 25 µM and 10 µM) | 99,000 tested, 0.83% active;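 active = Z-score of -3 or lower, scaled per plate to the spread of control and sample wells; inactive = z-score above -3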;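 note: negative z-score means lost luminescence so less FERM oligomerization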
LYP act = activators of human LYP (PTPN22) phosphatase | Q9Y2R2 | recombinant LYP, DiFMUP fluorescence; 0 = plate median, 100 = signal doubled | activation, % at 2 µM | 96,000 tested, 0.11% active | AID 697;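 active = activation at 2 µM above a set limit, the mean plus 5 SD, cut at about 37% in these data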
Target sequence (Q9Y2R2 whole entry, looked up): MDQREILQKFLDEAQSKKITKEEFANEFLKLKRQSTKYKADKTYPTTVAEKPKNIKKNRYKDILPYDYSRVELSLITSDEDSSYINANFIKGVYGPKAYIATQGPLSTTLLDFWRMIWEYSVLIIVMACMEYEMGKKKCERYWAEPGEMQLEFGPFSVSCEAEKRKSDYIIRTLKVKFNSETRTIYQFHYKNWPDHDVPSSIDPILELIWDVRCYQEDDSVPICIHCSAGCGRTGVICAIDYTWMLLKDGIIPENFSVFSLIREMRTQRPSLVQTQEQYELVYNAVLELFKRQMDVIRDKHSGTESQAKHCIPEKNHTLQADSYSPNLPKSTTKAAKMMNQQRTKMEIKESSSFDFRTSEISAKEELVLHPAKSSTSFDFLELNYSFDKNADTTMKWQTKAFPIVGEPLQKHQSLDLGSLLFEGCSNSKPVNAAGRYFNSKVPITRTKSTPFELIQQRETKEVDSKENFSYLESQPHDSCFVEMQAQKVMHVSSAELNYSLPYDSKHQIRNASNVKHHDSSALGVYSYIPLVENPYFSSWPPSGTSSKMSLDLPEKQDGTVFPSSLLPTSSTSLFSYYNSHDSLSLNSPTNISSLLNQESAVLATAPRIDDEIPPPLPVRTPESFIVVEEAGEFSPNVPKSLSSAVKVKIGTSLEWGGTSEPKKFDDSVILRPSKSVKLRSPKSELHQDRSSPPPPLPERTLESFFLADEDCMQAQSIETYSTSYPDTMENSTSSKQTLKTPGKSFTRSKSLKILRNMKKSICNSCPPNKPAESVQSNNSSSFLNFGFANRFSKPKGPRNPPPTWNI
ERa SRC1 inh = blocks coactivator binding to human estrogen receptor alpha; P03372; inhibition, % at 25.6 µM; TR-FRET ER-alpha LBD / SRC-1 peptide, estradiol-bound; 86,000 tested, 1.7% active; AID 629; in the data active = inhibition above about 50%;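 note: 0% = receptor plus peptide control and 100% = peptide only without receptor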
LYP inh 2 = blocks human PTPN22 phosphatase activity | Q9Y2R2 | recombinant LYP catalytic domain, DiFMUP fluorescence | inhibition, % at 2 µM | 96,000 tested, 0.21% active | AID 640;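 active = inhibition at 2 µM at or above a set limit, the screen mean plus 3 SD, cut at about 24% in these data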;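 note: 0% = DMSO with enzyme and 100% = enzyme fully blocked by orthovanadate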
FAK blocker = FAK (human) kinase inhibition; Q05397; biochemical FAK kinase activity assay; inhibition, %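 (tested at 7 µM)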; 97,000 tested, 0.84% active; AID 727; in the data active = inhibition above about 19%;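 note: 0% = DMSO and 100% = reference compound high control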
VCAM1 TNFa inh = reduces TNF alpha induced VCAM1 expression in HUVEC. HUVEC TNFa-induced VCAM-1 immunofluorescence, high-content imaging. inhibition, % at 2 µM. 95,000 tested, 0.48% active. AID 802;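 active = inhibition above the batch mean plus 3 SD, with images confirmed as a hit by eye, cut at about 37% in these data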;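 note: 0% = TNF-stimulated DMSO wells and 100% = unstimulated control wells; not every result past the cut was called active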
Active calls of the source: *; · = no result given; [ ] = remark or other dose. An unsorted share of the library; overall some 3.8% were active at least once.

SMILES	IL1B cytotox	F-actin modifier	TNFa cytotox	Pyk2 oligo antag	LYP act	ERa SRC1 inh	LYP inh 2	FAK blocker	VCAM1 TNFa inh
CCOC(=O)CNC1CC(=O)N(c2cccc(Cl)c2)C1=O (configuration not stated)	-5	-15	-10	0.73	4	·	-2	-3	-2
Cc1ccc(CNC(=O)c2ccc3c(=O)n(CCCN4CCCC4=O)c(=S)[nH]c3c2)cc1	6	-20	7	-0.76	9	49	-10	6	-6
COC(=O)C1=C(NC(=O)c2cccc(OC)c2)CCS1	15	14	-19	0.91	-6	·	4	2	2
Cc1nnc(SCC(=O)NC(=O)NC2CCCC2)n1N	-14	23	-25	0.63	-3	-8	4	-4	-7
COc1ccc(OCc2cccc(C(=O)N3CCCC3)c2)cc1	11	2	-4	0.11	-8	3	4	-2	13
Cc1cc(C)n2nc(S(=O)(=O)NC3CCCCC3)nc2n1	13	-1	0	·	-3	·	0	-1	6
Cc1nc(NC(=O)c2cccc(Cl)c2)sc1-c1csc(Nc2cccc(Cl)c2)n1	-1	13	-3	·	13	·	-10	-6	-3
CCOC(=O)Cn1nnnc1C(CC)N(Cc1ccccc1)Cc1cc2cc(C)ccc2[nH]c1=O (configuration not stated)	10	-10	-6	-1.9	-12	5	14	2	18
O=C(O)c1ccccc1C(=O)NCC(O)COCC1CC=CCC1 (configuration not stated)	5	-39	6	2.1	-6	-5	5	15	1
COc1cc(OC)cc(C(=O)NCc2nc(-c3ccccc3)no2)c1	-9	15	·	0.42	-1	-6	-1	1	-18
CCN(CC)CCNc1nc(-c2ccco2)c2c(c1C#N)CC(C)(C)OC2	-31	8	-2	0.39	1	-11	-2	-3	9
Nc1nsc2ccccc12	-13	14	-18	1.1	4	·	-6	-2	-1
CCN(CC)S(=O)(=O)c1ccc(F)c(C(=O)NCCC(C)C)c1	10	2	27	1.5	2	-22	-5	-1	-13
CCCCCCNC(=O)c1c(O)c2ccccc2[nH]c1=O	-15	-7	-31	-0.98	0	-12	-3	-1	-63
C=CCN1C2CCCC1CC(NC(=O)Nc1cccc(C(C)=O)c1)C2 (configuration not stated)	-4	16	-20	0.59	-1	0	-1	0	4
COc1ccc(C(=O)N2CCCC2)cc1S(=O)(=O)N1CCOCC1	-20	-4	-23	0.99	-7	-23	7	1	10
Cc1ccc(/C=C2\SC(=S)N(CC(=O)Nc3ncc(Cc4ccccc4Cl)s3)C2=O)cc1	9	-14	14	·	-2	·	6	-3	13
Cc1cc(C(=O)Nc2cccc(C(=O)O)c2)c(C)o1	5	4	6	0.66	2	·	-4	0	-10
COc1cc(C(=O)N2CCN(c3cccc(C)c3C)CC2)cc(OC)c1OC	14	5	34	·	-7	·	4	-5	-9
CC(O)CNc1nc2c(c(=O)n(C)c(=O)n2C)n1Cc1cccc(Br)c1 (configuration not stated)	-28	-29	-4	0.23	-4	-11	4	-2	12
c1ccc2c(c1)Sc1ccccc1-n1cnnc1-2	2	1	-9	0.02	16	4	-21	0	1
CC(C)CN1C(=S)SC(C)(C)C1n1oc(=O)n(-c2ccc(Cl)cc2)c1=O (configuration not stated)	1	·	-2	0.97	-7	5	10	1	2
CC(=O)Nc1ccc(NC(=O)C(C)O/N=C/c2cccc([N+](=O)[O-])c2)cc1 (configuration not stated)	7	19	-6	2.4	2	·	-4	1	-9
CN1CCN(S(=O)(=O)c2ccc3c(c2)OCCO3)CC1	-17	-15	-9	0.2	7	7	-4	-1	12
Cc1nnsc1-c1nc2ccccc2[nH]1	0	0	-8	-0.19	0	11	3	-4	8
COc1cccc(C2CC(C(F)(F)F)n3ncc(C(=O)NCc4ccco4)c3N2)c1 (configuration not stated)	-11	13	-20	0	1	-4	-5	4	15
Nc1nc(SCc2c(Cl)cccc2Cl)n[nH]1	-7	7	-28	0.23	-7	-5	6	0	13
CCCC(=O)Nc1ccc(-c2nc3cc(C)c(C)cc3o2)cc1	-55	-11	-23	0.01	0	69*[fluorescence artefact?]	-1	8	1
Cc1oc2c(c1C(=O)NCCO)CCCC2	-18	-4	4	-0.83	-1	·	-2	1	-1
COC(=O)c1ccc(C2NC(C(=O)O)CS2)cc1 (configuration not stated)	-26	-2	-8	0.91	-4	-3	6	-2	10
CCOc1ccc(C(C)C)cc1S(=O)(=O)Nc1ccc(Cl)cn1	0	-17	-6	-0.09	0	-7	4	-5	-4
COc1ccccc1N1CCN(C(=O)c2ccc(CN3CCc4ccccc4C3)cc2)CC1	1	11	-30	1	3	·	0	2	-25
O=C(O)CSc1nnc(C2COc3ccccc3O2)n1-c1ccccc1 (configuration not stated)	8	-18	-9	0.99	1	5	-3	0	7
Cc1ccc(NC(=O)CSc2nc(NS(=O)(=O)c3ccccc3)cc(=O)[nH]2)cc1	·	-2	4	1.1	-13	-3	14	4	4
CC1CSc2nnc(CCc3ccccc3)n21 (configuration not stated)	11	-1	2	·	0	-1	0	3	20
Cc1ccc(S(=O)(=O)c2cc3c(=O)n4ccccc4nc3n(CC3CCCO3)c2=N)cc1 (configuration not stated)	-22	4	-15	·	-2	12	2	0	12
Cc1ccc(-c2nc3ccccc3c(=O)n2CCN2CCOCC2)cc1	12	-25	-4	-0.47	0	-24	-2	-4	8
CCCCC(=O)Nc1cc(N(C)C)nc2ccccc12	-5	-6	35	0.81	3	-1	-5	7	-16
c1cncc(-c2nnc(SCc3nc4ccccc4[nH]3)o2)c1	-19	-9	5	-1	-4	0	0	2	-3
COc1ccc(N=C(C)C2=C(O)COC2=O)cc1	33	-9	-11	0.87	-8	-2[fluorescence artefact?]	7	6	9
CC(=O)Nc1ccc(OCC(O)CN2CCN(S(=O)(=O)c3ccc(NC(C)=O)cc3)CC2)cc1 (configuration not stated)	1	-5	-7	-0.01	14	-14	-14	0	-4
COc1ccc(NCc2nnc(SCC(=O)c3ccc(C)cc3)o2)cc1	1	-1	-27	-0.34	-2	3	3	0	0
CC(C)(C)C(=O)Nc1ccc(C(=O)NCc2cccnc2)cc1	-14	2	-14	0.89	8	-2	-8	1	-2
Nc1nc2ccc(S(=O)(=O)c3ccc4nc(N)sc4c3)cc2s1	-21	7	-23	-2.7	6	0	-7	-2	-2
Cc1nc2ccc(NS(=O)(=O)c3c(C)c(C)cc(C)c3C)cc2s1	-162	2	-12	-1.8	-7	-4	6	0	0
Cc1ccc(-n2c(N)c(C(=O)N3CCOCC3)sc2=S)cc1	9	4	4	0.47	-2	-11	2	0	10
COc1ccc(C2=C(Nc3ccc(F)cc3)c3ccccc3C2=O)cc1	0	-2	-26	-2.2	-10	·	10	0	-10
COc1cccc(N2CCN(C(=S)NCc3ccco3)CC2)c1	-21	-11	10	1.8	9	·	-6	-2	2
CC(C)=C1C2CCC1C1C(=O)N(c3nc(-c4ccc(C(C)C)cc4)c(C)s3)C(=O)C21 (configuration not stated)	-54	21	-22	-1.1	-16	·	19	1	9
COc1cc(NC(=O)C2CCCN2S(=O)(=O)c2ccc3c(c2)CCC(=O)N3)cc(OC)c1 (configuration not stated)	0	-8	-2	·	-1	1	-2	1	4
CCOc1ccc(C(=O)NC(C(=O)NCc2ccccn2)C(C)C)cc1 (configuration not stated)	-62	23	-10	-0.39	2	-6	-2	1	-7
CCOC(=O)Nc1ccc2c(c1)N(C(=O)CN(CC)CC)c1ccccc1C=C2	-4	17	-28	0.18	5	-5	-1	6	8
CCOC(=O)CN(C(=O)c1ccccc1)c1ccccc1C	4	15	23	0.71	-10	-5	12	1	6
c1ccc(Nc2nc(N3CCCC3)nc(N3CCCC3)n2)cc1	-28	16	-19	-0.43	-3	-8	5	-2	-12
Cn1c(=O)c2c(nc(CN3CCc4ccccc4C3)n2Cc2ccc(F)cc2)n(C)c1=O	8	-22	-16	-0.97	5	-5	-6	3	6
O=C(CSc1nnc(SCC(=O)NCc2ccc3c(c2)OCO3)s1)NCc1ccc2c(c1)OCO2	-1	2	-16	0.69	-4	·	5	0	-21
O=C(Nc1ccc(Cl)cc1)OCc1ccccn1	13	3	-20	-0.86	4	-12	-4	5	14
CCn1c(COc2ccccc2OC)nnc1SCC#N	-6	-8	12	0.65	2	8	-5	-2	-8
CCC(C)N1C(=O)CCC1C(=O)N1CCN(c2ccc(F)cc2)CC1 (configuration not stated)	-1	-17	-27	0	-4	-8	3	1	22
CCC(=O)Nc1nc2nc(C)cc(=O)n2[nH]1	-10	3	-1	0.8	-3	·	8	5	8

Four of these compounds, set out differently.
CC(O)CNc1nc2c(c(=O)n(C)c(=O)n2C)n1Cc1cccc(Br)c1 (configuration not stated)
- IL1B cytotox: -28
- F-actin modifier: -29
- TNFa cytotox: -4
- Pyk2 oligo antag: 0.23
- LYP act: -4
- ERa SRC1 inh: -11
- LYP inh 2: 4
- FAK blocker: -2
- VCAM1 TNFa inh: 12

c1ccc2c(c1)Sc1ccccc1-n1cnnc1-2
- IL1B cytotox: 2
- F-actin modifier: 1
- TNFa cytotox: -9
- Pyk2 oligo antag: 0.02
- LYP act: 16
- ERa SRC1 inh: 4
- LYP inh 2: -21
- FAK blocker: 0
- VCAM1 TNFa inh: 1

CC(C)CN1C(=S)SC(C)(C)C1n1oc(=O)n(-c2ccc(Cl)cc2)c1=O (configuration not stated)
- IL1B cytotox: 1
- F-actin modifier: ·
- TNFa cytotox: -2
- Pyk2 oligo antag: 0.97
- LYP act: -7
- ERa SRC1 inh: 5
- LYP inh 2: 10
- FAK blocker: 1
- VCAM1 TNFa inh: 2

CC(=O)Nc1ccc(NC(=O)C(C)O/N=C/c2cccc([N+](=O)[O-])c2)cc1 (configuration not stated)
- IL1B cytotox: 7
- F-actin modifier: 19
- TNFa cytotox: -6
- Pyk2 oligo antag: 2.4
- LYP act: 2
- ERa SRC1 inh: ·
- LYP inh 2: -4
- FAK blocker: 1
- VCAM1 TNFa inh: -9

(more compounds)
SMILES	IL1B cytotox	F-actin modifier	TNFa cytotox	Pyk2 oligo antag	LYP act	ERa SRC1 inh	LYP inh 2	FAK blocker	VCAM1 TNFa inh
CCOc1cc(S(=O)(=O)NCc2ccccn2)ccc1Cl	-37	-9	-3	0.14	37*	-16	-39	1	4
Cc1cc(C#N)c2ccccc2n1	-80	20	-26	-0.19	-1	-4	0	0	0
Cc1ccccc1C(=O)N/C(=C/c1ccc(-c2cccnc2Cl)o1)C(=O)NCCCN1CCN(C)CC1	18	16	-5	0.09	-14	-14	14	0	7
CCOC(=O)c1ccc(N=c2sc(C(=O)OC)cc(=O)n2C2CC2)cc1	15	·	·	-0.08	-10	5[fluorescence artefact?]	9	1	·
